Screens deposited in PubChem BioAssay by The Scripps Research Institute Molecular Screening Center.
ZTA DNA inh = blocks Epstein-Barr virus ZTA, an EBNA-1 counter-screen; AID 2234; ZTA-DNA binding, fluorescence polarization; actives 0.15% (n = 320,000); inhibition, % at 11 µM; in the data active = inhibition above about 33%
Target sequence (P03206 whole entry, looked up): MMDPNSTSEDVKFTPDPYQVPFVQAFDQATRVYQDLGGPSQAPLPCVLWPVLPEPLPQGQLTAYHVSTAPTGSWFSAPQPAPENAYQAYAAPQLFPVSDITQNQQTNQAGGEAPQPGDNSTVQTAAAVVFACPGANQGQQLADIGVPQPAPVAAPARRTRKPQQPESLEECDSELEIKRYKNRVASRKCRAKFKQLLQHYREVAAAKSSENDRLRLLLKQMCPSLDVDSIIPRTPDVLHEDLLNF
LYPLA1 counter = counter-screen for PME1 inhibitors: inhibitors of human LYPLA1; O75608; recombinant LYPLA1, FP-Rh probe fluorescence polarization; inhibition, % at 5.9 µM; actives 0.16% (n = 320,000);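 active = inhibition above the mean of all tested compounds plus 3 SD, set per campaign, cut at about 14% in these data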;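 note: inhibitors block serine hydrolase probe labeling of LYPLA1 so polarization falls; 0% = enzyme with DMSO and 100% = wells lacking LYPLA1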
EBNA-1 inhibitor = blocks EBNA-1 binding to DNA | EBNA-1 DNA binding, fluorescence polarization | inhibition, % at 14.8 µM | actives 0.34% (n = 300,000) | AID 1950; in the data active = inhibition above about 28%
PREPL inhibitor = inhibits the human prolyl oligopeptidase-like enzyme; Q4J6C6; recombinant PREPL, fluorescence polarization activity-based probe; inhibition, % at 5.96 µM; actives 0.68% (n = 320,000); AID 2751; in the data active = inhibition above about 43%;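 note: 0% = enzyme with DMSO and 100% = wells lacking enzyme; many of its hits are not listed in these tables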
PAFAH1B2 FP inh = inhibitors of human PAFAH1B2. P68402. recombinant PAFAH1B2, FP-rhodamine activity probe, fluorescence polarization. inhibition, % at 3.39 µM. actives 1.2% (n = 340,000). AID 492953;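 active = inhibition above the mean of all tested compounds plus 3 SD, cut at about 24% in these data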;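 note: 0% = enzyme with DMSO and 100% = wells lacking PAFAH1B2; many of its hits are not listed in these tables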
Target sequence (P68402 whole entry, looked up): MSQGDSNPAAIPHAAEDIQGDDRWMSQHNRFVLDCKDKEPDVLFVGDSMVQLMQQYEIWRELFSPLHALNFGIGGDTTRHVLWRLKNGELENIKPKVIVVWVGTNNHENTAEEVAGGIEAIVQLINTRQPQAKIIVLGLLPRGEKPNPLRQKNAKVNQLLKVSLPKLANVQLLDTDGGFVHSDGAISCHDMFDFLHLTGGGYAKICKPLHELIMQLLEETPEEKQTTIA
LYPLA2 counter = blocks human lysophospholipase 2, a PME1 counter-screen; recombinant LYPLA2, FP-Rh probe fluorescence polarization; inhibition, % at 5.9 µM; actives 0.38% (n = 320,000);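 active = inhibition above the screen-wide mean plus 3 SD, limit set per campaign, cut at about 26% in these data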;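 note: 0% = LYPLA2 with DMSO and 100% = wells lacking LYPLA2 enzyme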
Target sequence (O95372 whole entry, looked up): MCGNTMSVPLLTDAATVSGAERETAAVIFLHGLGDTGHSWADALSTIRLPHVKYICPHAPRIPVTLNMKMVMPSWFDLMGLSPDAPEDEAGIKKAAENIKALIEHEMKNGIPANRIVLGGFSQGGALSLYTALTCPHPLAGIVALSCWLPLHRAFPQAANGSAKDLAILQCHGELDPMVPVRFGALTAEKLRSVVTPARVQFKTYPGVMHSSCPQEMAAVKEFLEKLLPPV
PAFAH2 inh = inhibitors of human PAFAH2; Q99487; recombinant PAFAH2, FP-rhodamine activity probe, fluorescence polarization; inhibition, % at 3.39 µM; actives 0.99% (n = 340,000); AID 492956;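 active = inhibition above the mean over all tested compounds plus 3 SD, cut at about 30% in these data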;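 note: inhibitors block probe labeling of enzyme so polarization drops; 0% = enzyme with DMSO and 100% = wells lacking PAFAH2 protein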
pPAFAH inh = inhibitors of human plasma PAF acetylhydrolase (pPAFAH); Q13093; actives 1.5% (n = 330,000); inhibition, % at 3.39 µM; recombinant pPAFAH, FP-rhodamine probe fluorescence polarization; AID 463082;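 active = inhibition above the mean inhibition across the screen plus 3 SD, cut at about 25% in these data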;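 note: inhibitors block binding of the rhodamine activity-based probe so polarization drops; 0% = enzyme with DMSO and 100% = wells lacking pPAFAH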
PAFAH1B3 FP inh = inhibitors of human PAFAH1B3; recombinant PAFAH1B3, FP-rhodamine probe, fluorescence polarization; inhibition, % at 3.39 µM; actives 0.28% (n = 340,000); AID 492972;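 active = inhibition above the screen-wide average of all tested compounds plus 3 SD, cut at about 25% in these data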;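 note: 0% = enzyme with DMSO only and 100% = wells lacking PAFAH1B3 protein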
Target sequence (Q15102 whole entry, looked up): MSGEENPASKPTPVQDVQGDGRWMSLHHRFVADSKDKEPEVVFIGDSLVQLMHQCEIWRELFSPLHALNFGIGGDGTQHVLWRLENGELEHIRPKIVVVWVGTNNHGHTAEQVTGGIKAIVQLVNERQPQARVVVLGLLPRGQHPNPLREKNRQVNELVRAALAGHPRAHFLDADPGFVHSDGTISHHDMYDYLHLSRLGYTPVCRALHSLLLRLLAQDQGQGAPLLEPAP
* marks the source's active call; other numbers are inactive results; . = no result given. This is a subset (hit frequency here may not be typical).

SMILES	ZTA DNA inh	LYPLA1 counter	EBNA-1 inhibitor	PREPL inhibitor	PAFAH1B2 FP inh	LYPLA2 counter	PAFAH2 inh	pPAFAH inh	PAFAH1B3 FP inh
O=C(CC(=O)Nc1ccc(Cl)cc1)N/N=C\c1cccc(F)c1	12	-3	2	-8	-4	-4	9	-2	-8
CCOC(=O)C1=C(C)NC2=C(C1c1ccc([N+](=O)[O-])cc1)S(=O)(=O)c1ccccc12 (stereo unspecified)	-14	1	-5	21	-2	41*	-7	2	4
Cc1cccc(CSc2nncc(=O)[nH]2)c1	0	2	4	11	1	0	-7	3	1
Cc1ccccc1NC(=O)CN(C)S(=O)(=O)c1cccc2cccnc12	-4	2	-7	5	0	2	-5	7	-7
COc1ccccc1C(NC(=O)CC(C)C)c1c(O)ccc2ccccc12 (stereo unspecified)	0	0	7	1	-4	1	2	-10	7
O=C(c1ccc(S(=O)(=O)c2ccccc2Cl)c([N+](=O)[O-])c1)N1CCCCCC1	-26	0	1	6	-3	5	8	3	4
COCCCNC(=S)NC1CC2CCCC(C1)N2Cc1cccs1 (stereo unspecified)	-3	-1	2	10	-4	-1	8	-2	3
COc1ccc(CNC(=O)C2=CC(c3ccc(OC)cc3)=NS(=O)(=O)N2C)cc1	10	-2	9	0	-4	2	-1	0	3
CCC1(CC)Cc2ccccc2-c2nc3ccccc3c(=O)n21	11	-1	1	12	-1	-1	5	6	10
COc1ccc(C(=O)NCC(=O)OC2CCCCC2=O)cc1 (stereo unspecified)	-8	3	12	6	0	1	4	2	5
CCCS(=O)(=O)c1c(S(=O)(=O)CCC)c2ccc(C(C)=O)cn2c1C(=O)OC	-3	0	1	27	4	6	2	0	4
Cc1ccc(NC(=O)c2cc(C)n(-c3ccccc3)c2C)cc1	6	-1	-1	-10	-3	1	-2	10	0
CCS(=O)(=O)Nc1ccc(NC(C)=O)cc1	0	0	4	7	-5	2	6	5	6
CCC1(CC)Cc2ccccc2-c2nc(NCCCO)[nH]c(=O)c21	12	3	-7	3	-3	10	-8	7	3
CCOc1ccc(NC(=O)Cn2nnc(C(=O)NCc3ccccc3OC)c2N)cc1	-7	-2	6	-6	-3	-6	-1	-2	7
COc1ccc(Br)c(C(=O)NCC2CCCCC2)c1	0	1	6	3	11	-2	0	1	4
COC(=O)c1ccccc1NC(=S)NC(=O)COc1ccc(C)cc1	6	3	6	12	7	1	-10	1	5
CCOc1ccccc1N1CC(C(=O)N(CC)C2CCS(=O)(=O)C2)CC1=O (stereo unspecified)	.	.	.	9	2	.	4	6	11
COc1ccc(-c2nn3c(COc4ccccc4)nnc3s2)cc1OC	0	1	5	-8	0	11	3	1	5
CC(C)C[C@H]1COCCS(=O)(=O)N1Cc1cccc(Cl)c1	-3	-3	2	4	16	-6	5	0	6
CCc1cccc(CC)c1N(COC)C(=O)Cn1nnc2ccccc21	-6	3	-7	0	3	4	1	1	-3
COc1cc(OC)cc(-n2nnnc2SCC(=O)Nc2ccc(C(C)=O)cc2)c1	-1	2	3	2	0	4	-8	-1	-9
Cc1cc(Nc2ccc(O)cc2)n2c(nc3ccccc32)c1C#N	8	-2	10	6	0	1	0	15	2
Cc1cc(C)nc(NC(=O)c2c(-c3c(Cl)cccc3Cl)noc2C)n1	-2	-2	3	10	-1	5	4	4	10
CCn1cc(C(=O)O)c(=O)c2cc(F)c(N3CCN(S(=O)(=O)c4ccc(Br)cc4)CC3)cc21	13	-4	3	0	.	-1	.	2	.
Cc1ccc(C(C)C)c(OCC(=O)OCC(=O)NC2CCS(=O)(=O)C2)c1 (stereo unspecified)	-1	4	3	5	3	1	3	-1	-3
Cc1ccc(S(=O)(=O)NC(C)C(c2cccs2)N2CCN(C)CC2)cc1 (stereo unspecified)	0	2	5	-19	-4	-1	-3	2	1
Cc1ccc(Cn2c(SCC(=O)NCC3CCCO3)nc3c(sc4ccccc43)c2=O)cc1 (stereo unspecified)	-4	-3	10	-4	3	-6	-6	4	1
O=S(=O)(c1cccc(F)c1)N1CCN(Cc2ccc3c(c2)OCO3)CC1	-8	0	-2	9	5	2	2	5	-6
COc1ccc(NC(=O)CSc2nc3sc(C)cc3c(=O)n2C)cc1	-8	1	-1	6	0	-2	-1	4	-3
C/C(=N\O)C1(C)N(O)C(C)(C)C(c2ccc(Br)cc2)=[N+]1[O-] (stereo unspecified)	3	0	6	-1	-3	2	-8	5	6
CC(CNC(=O)CCC(=O)N1CCOc2ccc(Cl)cc21)c1ccccc1 (stereo unspecified)	8	4	4	-3	14	2	-9	0	-4
Cc1[nH]c2ccccc2c1C(=O)C(C)OC(=O)c1ccc([N+](=O)[O-])o1 (stereo unspecified)	6	-3	3	2	7	-1	3	0	6
Cc1cc(NC(=O)CCN2CCCCC2)ccc1Br	18	1	18	11	0	7	-4	0	-6
O=C1CC(NS(=O)(=O)c2cccs2)CN1c1ccc(F)cc1 (stereo unspecified)	-8	4	-10	-17	4	4	10	3	5
OCCn1c(SCCOc2ccccc2F)nc2ccccc21	2	-1	-12	3	5	-4	-3	-10	4
CC(C)(C)OC(=O)[C@H]1[C@H](c2ccc([N+](=O)[O-])cc2)C2(C(=O)c3ccccc3C2=O)C2c3ccccc3C=NN21 (stereo partly specified)	-8	4	3	3	84*	7	7	11	2
O=C(COC(=O)CNC(=O)c1cccc(OC(F)F)c1)NNC(=O)c1ccccc1	-7	-1	.	-1	8	-4	12	2	8
c1cc2c(cc1Cn1cnnn1)OCO2	-17	5	3	-1	-2	9	2	4	0
Cc1cnc(C(=O)Nc2nnc(SCc3c(Cl)cccc3Cl)s2)cn1	2	-1	6	-11	1	2	60*	-1	13
CCCCn1c(N)c(N(CCC(C)C)C(=O)c2cc(CC)c(C)s2)c(=O)[nH]c1=O	-1	-3	-3	1	4	-7	0	1	1
CCOC(=O)c1c2c(n(C)c1COC)C(=O)C(=O)c1ccc(Br)cc1-2	-21	-4	2	10	.	-2	.	-8	.
CCC1C(=O)CC(c2ccc([N+](=O)[O-])cc2)NC1c1ccc([N+](=O)[O-])cc1 (stereo unspecified)	-13	0	6	-7	0	2	-9	5	-3
COc1ccc(OC)c(NC(=O)NNC(=O)CCCOc2ccc(Cl)cc2C)c1	0	-1	2	38	8	4	3	11	4
CC1=C(C(=O)OCc2ccccc2)C(c2ccc(N3CCOCC3)cc2)NC(=O)N1 (stereo unspecified)	-1	0	-4	24	-2	-1	-2	7	0

Shown comma-delimited: entries from further up.
mol,ZTA DNA inh,LYPLA1 counter,EBNA-1 inhibitor,PREPL inhibitor,PAFAH1B2 FP inh,LYPLA2 counter,PAFAH2 inh,pPAFAH inh,PAFAH1B3 FP inh
O=S(=O)(c1cccc(F)c1)N1CCN(Cc2ccc3c(c2)OCO3)CC1,-8,0,-2,9,5,2,2,5,-6
COc1ccc(NC(=O)CSc2nc3sc(C)cc3c(=O)n2C)cc1,-8,1,-1,6,0,-2,-1,4,-3
C/C(=N\O)C1(C)N(O)C(C)(C)C(c2ccc(Br)cc2)=[N+]1[O-] (stereo unspecified),3,0,6,-1,-3,2,-8,5,6
CC(CNC(=O)CCC(=O)N1CCOc2ccc(Cl)cc21)c1ccccc1 (stereo unspecified),8,4,4,-3,14,2,-9,0,-4
Cc1[nH]c2ccccc2c1C(=O)C(C)OC(=O)c1ccc([N+](=O)[O-])o1 (stereo unspecified),6,-3,3,2,7,-1,3,0,6
Cc1cc(NC(=O)CCN2CCCCC2)ccc1Br,18,1,18,11,0,7,-4,0,-6
O=C1CC(NS(=O)(=O)c2cccs2)CN1c1ccc(F)cc1 (stereo unspecified),-8,4,-10,-17,4,4,10,3,5
OCCn1c(SCCOc2ccccc2F)nc2ccccc21,2,-1,-12,3,5,-4,-3,-10,4
CC(C)(C)OC(=O)[C@H]1[C@H](c2ccc([N+](=O)[O-])cc2)C2(C(=O)c3ccccc3C2=O)C2c3ccccc3C=NN21 (stereo partly specified),-8,4,3,3,84*,7,7,11,2
O=C(COC(=O)CNC(=O)c1cccc(OC(F)F)c1)NNC(=O)c1ccccc1,-7,-1,.,-1,8,-4,12,2,8
c1cc2c(cc1Cn1cnnn1)OCO2,-17,5,3,-1,-2,9,2,4,0
Cc1cnc(C(=O)Nc2nnc(SCc3c(Cl)cccc3Cl)s2)cn1,2,-1,6,-11,1,2,60*,-1,13
CCCCn1c(N)c(N(CCC(C)C)C(=O)c2cc(CC)c(C)s2)c(=O)[nH]c1=O,-1,-3,-3,1,4,-7,0,1,1
CCOC(=O)c1c2c(n(C)c1COC)C(=O)C(=O)c1ccc(Br)cc1-2,-21,-4,2,10,.,-2,.,-8,.
CCC1C(=O)CC(c2ccc([N+](=O)[O-])cc2)NC1c1ccc([N+](=O)[O-])cc1 (stereo unspecified),-13,0,6,-7,0,2,-9,5,-3
COc1ccc(OC)c(NC(=O)NNC(=O)CCCOc2ccc(Cl)cc2C)c1,0,-1,2,38,8,4,3,11,4
CC1=C(C(=O)OCc2ccccc2)C(c2ccc(N3CCOCC3)cc2)NC(=O)N1 (stereo unspecified),-1,0,-4,24,-2,-1,-2,7,0

Remaining list, next part:
SMILES	ZTA DNA inh	LYPLA1 counter	EBNA-1 inhibitor	PREPL inhibitor	PAFAH1B2 FP inh	LYPLA2 counter	PAFAH2 inh	pPAFAH inh	PAFAH1B3 FP inh
O=C(Cc1ccc(Br)cc1)OCC(=O)N1CCCCCC1	.	.	.	31	24	.	11	9	10
O=C(NCC(O)COc1ccc([N+](=O)[O-])cc1)Nc1ccccc1 (stereo unspecified)	0	-2	5	2	3	-4	-10	4	9
COc1ccc(C(=O)OC(C)C(=O)NC(C)CCc2ccccc2)c(OC)c1 (stereo unspecified)	-3	2	-5	5	1	3	-1	-3	3
CCOc1ccccc1Nc1nnc(SCC(=O)NC2CCS(=O)(=O)C2)s1 (stereo unspecified)	.	.	.	18	9	.	-1	-3	6
O=C(Nc1cccc(Cl)c1)NC1CC2CCC(C1)N2Cc1ccco1 (stereo unspecified)	0	-4	4	0	-3	-4	2	4	3
O=S(=O)(c1ccc(Cl)cc1)n1nnc2ccccc21	-4	3	2	-4	5	1	3	0	0
COc1ccc(N2C(=O)CNC2=S)cc1	-17	4	1	15	0	9	-12	-1	-7
CC(C)(C)c1ccc(S(=O)(=O)N2CCN(c3ncccn3)CC2)cc1	0	-4	2	-63	-1	-5	-2	2	0
O=C(CCc1cccc(Cl)c1)N1CCCC(Nc2ccccc2)C1 (stereo unspecified)	-2	-2	-1	0	8	-1	7	7	2
O=C(CN1C(=O)NC2(CCCC2)C1=O)OCCOc1ccccc1	9	0	2	-3	-4	-1	1	0	0
COc1cccc(OC)c1C(=O)Nc1ccc2c(c1)OCCO2	-14	-1	-2	9	3	2	-4	1	-1
O=C(CCCOc1ccc(Cl)cc1Cl)Nc1ncccn1	-9	-1	15	-5	7	-2	8	7	7
CC(=O)Nc1ccc(S(=O)(=O)Nc2cccc(NC(=O)C(C)(C)C)c2)cc1	7	0	-13	8	5	5	5	6	6
Cc1c(Cc2ccc3c(c2)OCO3)sc(NC(=O)c2ccccc2)c1C(N)=O	-20	-3	-10	5	-3	-7	3	14	-9
CCOC(=O)/C=C/C(=O)OCC(=O)N1CCN(C(=O)c2ccco2)CC1	2	-2	-5	0	-5	4	4	5	5

Compound profiles, as listed above. Screens in order: ZTA DNA inh | LYPLA1 counter | EBNA-1 inhibitor | PREPL inhibitor | PAFAH1B2 FP inh | LYPLA2 counter | PAFAH2 inh | pPAFAH inh | PAFAH1B3 FP inh
`CCC1(CC)Cc2ccccc2-c2nc3ccccc3c(=O)n21` is entered as 11 | -1 | 1 | 12 | -1 | -1 | 5 | 6 | 10
`Cc1[nH]c2ccccc2c1C(=O)C(C)OC(=O)c1ccc([N+](=O)[O-])o1` (stereo unspecified) is entered as 6 | -3 | 3 | 2 | 7 | -1 | 3 | 0 | 6
